# T cell HTS: modulators of CD8 T cell-vesicle binding, primary screen, mouse 2C CD8+ T cells, flow cytometry; 2C CD8+ T cell-vesicle binding; stronger effect = lower value; actives 0.068% (n = 330,000); calls only at 7 µM;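 active means response, share of CD8 T cells binding vesicles, and their 90th percentile fluorescence all below set limits, cut at about 80% in these data, passing the limit was not always enough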
#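 Read-out – percent CD8+ FL2 mean versus row control · System – murine 2C transgenic CD8+ T lymphocytes · Times – 1.5 h cell–vesicle binding at 37 °C, then 20 min icy labelling · Control set – naked vesicles low, QL9 vesicles with vehicle high · Detection – cytometric PE anti-B7-1 and Alexa647 anti-CD8 signals after 1% paraformaldehyde fixation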
# T cell HTS vesicle-bound %: further read-out of T cell HTS, marked with its call; double positive events, %; measured here: CD8+ vesicle-bound cell fraction;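 binding gate set so that unloaded-vesicle control wells show 10% double positive cells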
# * = called active by the depositor; i = inactive.
SMILES,T cell HTS,T cell HTS vesicle-bound %
COc1ccc(CCNC(=O)c2c(Cl)ccc(Cl)c2OC)cc1OC,i,31
O=c1ncc(F)c[nH]1,i,20
CS(=O)(=O)c1ccc(Cl)c(NC(=O)CCN2C(=O)NC3(CCCC3)C2=O)c1,i,48
COc1ccc(C2=NOC(Cn3nc(C(=O)NCc4ccc5c(c4)OCO5)cc3-c3ccccc3)C2)cc1 (stereo unspecified),i,12
Cc1onc(-c2ccccc2Cl)c1C(=O)N(Cc1ccc(N(C)C)cc1)C(C)C,i,27
CN(C1CCCCC1)S(=O)(=O)c1ccc(SCC(=O)C(C)(C)C)nc1,i,28
CCC(C)C(NC(=O)C1CCC(=O)N1C(=O)OCc1ccccc1)C(=O)NC(C(=O)N1CCCC1C(N)=O)C(C)CC (stereo unspecified),i,24
Cc1ccc(N(Cc2ccccc2)C(=O)c2cc(S(=O)(=O)N3CCOCC3)ccc2N2CCCC2)cc1,i,33
O=C(COC(=O)C12CC3CC(CC(O)(C3)C1)C2)Nc1ccc(Br)cc1F,i,57
Cc1cc(Cl)ccc1OC(C)C(=O)OCC(=O)c1ccc[nH]1 (stereo unspecified),i,35

# A different layout for some results above.
O=c1ncc(F)c[nH]1
  T cell HTS: i | T cell HTS vesicle-bound %: 20

O=C(COC(=O)C12CC3CC(CC(O)(C3)C1)C2)Nc1ccc(Br)cc1F
  T cell HTS: i | T cell HTS vesicle-bound %: 57

CCC(C)C(NC(=O)C1CCC(=O)N1C(=O)OCc1ccccc1)C(=O)NC(C(=O)N1CCCC1C(N)=O)C(C)CC (stereo unspecified)
  T cell HTS: i | T cell HTS vesicle-bound %: 24

Cc1ccc(N(Cc2ccccc2)C(=O)c2cc(S(=O)(=O)N3CCOCC3)ccc2N2CCCC2)cc1
  T cell HTS: i | T cell HTS vesicle-bound %: 33

# The listing continues.
SMILES,T cell HTS,T cell HTS vesicle-bound %
O=C(CCC(=O)N1CCN(c2ccccn2)CC1)c1cccs1,i,28
COc1ccc(C2=CC(=O)C[C@H](c3ccc(F)cc3)C2)cc1F,i,38
Cc1cccc(NC(=O)CN2CCN(C(=O)C(C)Oc3ccc(C#N)cc3)CC2)c1C (stereo unspecified),i,27
CCOC(=O)NN=C1c2ccccc2-c2ccccc21,i,55
COc1ccc(S(=O)(=O)Nc2cccc3c2O[C@H](CN(C)C)[C@@H](C)CN([C@H](C)CO)C3=O)cc1,i,25
CCOC(=O)c1nn(-c2ccccc2)c(=O)cc1OCC(=O)Nc1cccc(OC)c1,i,42
Cc1ccc(S(=O)(=O)N2CCCCC2CCNC(=O)C(=O)NCc2ccco2)cc1 (stereo unspecified),i,13
O=C(COC(=O)c1c[nH]c2ccccc12)NC1CCCC1,i,38
COc1ccccc1C(=O)NC(=O)COC(=O)c1ccco1,i,48
COc1ccc(NC(=O)Cn2c(=O)cnc3ccccc32)cc1S(=O)(=O)N1CCCCC1,i,56
Cc1ccc(C)c(NC(=O)CN(C)C(=O)CSCc2c(C)noc2C)c1,i,58
CCCSc1ccc([C@@H]2[C@@H]3C(=O)N(C)C(=O)[C@@H]3[C@]3(C(=O)OC)CCCCN23)cc1OC,i,20
Cc1cc(C)n2nc(SCC(=O)N3CCC(C)CC3)nc2n1,i,21
C=CC[C@H](CC(=O)N(CCO)Cc1ccccc1)C(=O)NC[C@H](OC(=O)[C@@H](CC=C)Cc1ccc(F)cc1)c1ccccc1,i,33
O=[N+]([O-])c1ccc2oc(C(O)c3cccc(Cl)c3)cc2c1 (stereo unspecified),i,22
CN(C)S(=O)(=O)c1ccc2c(c1)C(=O)c1cc(S(=O)(=O)N(C)C)ccc1CC2,i,46
COc1ccc(C(=O)NC2CCSc3ccccc32)cc1S(=O)(=O)N1CCOCC1 (stereo unspecified),i,43
COc1ccc(C(=O)NC(=O)COC(=O)C2CC2C)cc1 (stereo unspecified),i,54
Cc1ccc(S(=O)(=O)Nc2cccc(C(=O)NCC3(N4CCCCC4)CCCCC3)c2)cc1F,i,34
COc1cccc(CC(=O)OCC(=O)NC(Cc2ccccc2)C(C)=O)c1 (stereo unspecified),i,57
O=C(C[C@H]1C/C=C\C[C@H](Cc2ccc(F)cc2)C(=O)O[C@@H](c2ccccc2)CNC1=O)N[C@@H](CO)Cc1ccccc1,i,14
CCCCn1c(N)c(N(CC(C)C)C(=O)c2cc(C)nc3ccccc23)c(=O)[nH]c1=O,i,32
CC(C)(C)OC(=O)C[C@@H]1C/C=C\C[C@@H](CC(=O)N[C@H](CO)Cc2ccccc2)C(=O)N2CCC[C@H]2COC1=O,i,12
CC(=O)Nc1ccc(NC(=O)C(C)Sc2nc3ccccc3c(=O)n2Cc2ccco2)cc1 (stereo unspecified),i,42
CCN1C(=O)[C@@H]2[C@@H](c3ccc(-c4ccc(F)cc4)cc3)N3CCCC[C@@]3(C(=O)OC)[C@@H]2C1=O,i,18
COc1ccc([C@H]2CC(=O)C=C(c3ccc(Oc4ccccc4)cc3)C2)cc1OC,i,33
Cc1cc(C)cc(OCC(=O)OCC(=O)NC2CCCC2)c1,i,22
Cc1ccc(S(=O)(=O)CCC(=O)Nc2nnc(-c3ccc(F)cc3)o2)cc1,i,40
O=C(COC(=O)COc1cccc(Br)c1)NCc1ccc2c(c1)OCO2,i,45
Cc1ccccc1NC(=O)Cc1nc(COC(=O)c2ccc(NC(N)=O)cc2)cs1,i,51
COc1ccc(Cl)cc1/C=C/c1ccc2cccc(O)c2n1,i,27
O=C(NC1CCCCC1)c1ccc(-c2ccccc2F)o1,i,37
CCOC(=O)[C@H]1[C@H]2COc3ccc(Cl)cc3[C@@H]2N2C(=O)CN(Cc3ccc(F)cc3)C(=O)[C@@]12C,i,36
O=C(NNC(=S)NC(=O)c1ccccc1)c1cccc([N+](=O)[O-])c1,i,46
COc1ccccc1CNC(=O)COC(=O)c1ccc(N2CCCC2=O)cc1,i,19
Cc1ccc(C(=O)NCC(=O)NCC(c2cccs2)N2CCOCC2)cc1C (stereo unspecified),i,54
COc1ccc(Cl)cc1NS(=O)(=O)c1cccc(C(=O)NCC(C)(C)N2CCOCC2)c1,i,44
Cc1ccc(S(=O)(=O)N2CCOCC2)cc1NC(=O)c1cc([N+](=O)[O-])ccc1N1CCOCC1,i,54
C=CC[C@H](CC(=O)NCCO)C(=O)N[C@@H](C)COC(=O)[C@@H](CC=C)CC(=O)OC(C)(C)C,i,38
O=C(OCc1nnc(-c2ccccc2)o1)c1cc(=O)[nH]c2ccccc12,i,22
COc1ccc(/C=C/C(=O)OCC(=O)NC2CCCCCC2)cc1OC,i,43
Cc1cc(S(=O)(=O)Nc2ccc(C(=O)NCC(c3ccco3)N(C)C)cc2)ccc1F (stereo unspecified),i,59
CC(C(=O)NC(=O)NC1CCCCC1)N(C)CC(=O)Nc1ccc(F)c(F)c1F (stereo unspecified),i,29
O=C(CSc1n[nH]c(-c2ccccc2F)n1)Nc1cc(F)ccc1F,i,10
O=C(CNc1cc([N+](=O)[O-])ccc1NCCO)Nc1cccc(S(=O)(=O)N2CCCCC2)c1,i,37
COc1cc(/C=C/C(=O)N2CCN(Cc3ccccc3)CC2)cc(OC)c1OC,i,51
COc1ccc(NC(=O)CC2SC(N3CCOCC3)=NC2=O)cc1OC (stereo unspecified),i,38
CN1CCC(N(C)C(=O)c2ccc(Cl)c(S(=O)(=O)N3CCCCC3)c2)CC1,i,32
CCOC(=O)c1c(NC(=O)COC(=O)CC(NC(C)=O)c2ccccc2)sc(C(=O)NC)c1C (stereo unspecified),i,39
COc1ccc(C(=O)NCCS(=O)(=O)N(C)Cc2ccccc2)cc1,i,46

# Further results.
SMILES,T cell HTS,T cell HTS vesicle-bound %
COc1ccccc1CCC(=O)N(CCC1=CCCCC1)c1c(N)n(Cc2ccccc2)c(=O)[nH]c1=O,i,11
Cc1nnc(NC(=O)c2cc(-c3ccco3)nc3ccccc23)s1,i,20
CCOc1ccc(OCCSc2ccc(S(=O)(=O)N3CCN(C)CC3)cn2)cc1,i,8
NC(=O)C1CCN(C(=O)CCC(=O)c2cccs2)CC1,i,26
O=C1Cc2cc(NS(=O)(=O)c3ccc(Cl)cc3)cc3c2N1CCC3,i,51
CCN(C[C@H]1N[C@@](C)(C(=O)OC)[C@H]2C(=O)N(C)C(=O)[C@@H]12)C(=O)COc1ccccc1,i,11
COc1ccc(S(=O)(=O)Nc2cc3c4c(c2)CCN4C(=O)CC3)cc1OC,i,16
CC(C)C(NC(=O)c1ccc(F)cc1)C(=O)N1CCOCC1 (stereo unspecified),i,25
C=CCn1c(C)nnc1SCC(=O)Nc1ccc2c(c1)OCCO2,i,17
O=S(=O)(c1ccccc1)N1CCN(Cc2c(O)ccc3ccccc23)CC1,i,30
COc1ccc(S(=O)(=O)N2CCCCC2)cc1NC(=O)c1[nH]c(C)c(C(C)=O)c1C,i,7
CCOc1ccc(S(=O)(=O)N2CCC(C(=O)OCc3ccc(OC)cc3)CC2)cc1,i,26
Cc1cccc(NC(=O)c2nc[nH]c2C(=O)N(C)Cc2ccccc2)c1,i,42
COc1cc(OC)c(OC)cc1CNC(=O)c1ccc(S(=O)(=O)N2CC(C)OC(C)C2)cc1 (stereo unspecified),i,42
CCN(Cc1ccc2c(c1)OCO2)C(=O)CSc1ncnc2sccc12,i,33
O=C(OCC(=O)N1CCN(C(=O)c2ccco2)CC1)c1c(Cl)cccc1Cl,i,49
O=C(Nc1ccccc1N1CCOCC1)C1=COCCO1,i,30
CC1CCN(C(=O)C2COc3ccccc3O2)CC1 (stereo unspecified),i,38
COc1cc(C(=O)Nc2ncccc2C)ccc1OCC(=O)N1CCOCC1,i,40
COc1ccc(NC(=O)Nc2cccc3c2O[C@@H](CN(C)CC2CCCCC2)[C@@H](C)CN([C@H](C)CO)C3=O)cc1,i,8
CCO[C@H]1OC(C(=O)NCc2nc3ccccc3[nH]2)=C[C@@H](c2ccc(Br)cc2)[C@@H]1CCCO,i,17
Nn1c(SCC(=O)NCc2ccc3c(c2)OCO3)nnc1C(F)(F)F,i,6
Clc1ccc(-c2ccccc2)cn1,i,54
Cc1ccc(S(=O)(=O)NCC(=O)OCC(=O)NCc2ccco2)cc1,i,56
CC(NC(=O)CCC(=O)c1ccccc1)c1ccc(F)cc1 (stereo unspecified),i,20
COCCCNC(=O)c1cc(S(=O)(=O)NCCCN2CCCC2=O)ccc1Cl,i,39
O=S(=O)(Nc1ccc(F)cc1)c1ccc(S(=O)(=O)N2CCOCC2)cc1,i,29
COc1ccc(CCC(=O)N2CCN(S(=O)(=O)c3ccc(OC)cc3)CC2)cc1,i,15
Cc1ccc(CNC(=O)c2ccc(N3CCC4(CC3)CC(c3ccccc3)=NO4)c(NC(=O)c3ccc(Cl)c([N+](=O)[O-])c3)c2)cc1,i,26
O=C(CSc1ccccc1F)Nc1ccc(N2CCOCC2)cc1,i,44
COc1cccc(NC(=O)CN(C)C(=O)c2cc(-c3ccccc3)nn2-c2ccccc2)c1,i,30
c1cncc(-c2ccc3[nH]ccc3c2)c1,i,26
COc1ccc(C(CNC(=O)C(=O)Nc2ccc3c(c2)OCO3)N2CCN(C)CC2)cc1 (stereo unspecified),i,52
CC(C)CCNC(=O)C1CC(c2ccccc2[N+](=O)[O-])=NO1 (stereo unspecified),i,25
CCC1(c2ccccc2)NC(=O)N(CC(=O)Nc2cc(Cl)ccc2N2CCOCC2)C1=O (stereo unspecified),i,18
CC(NC(=O)c1cccc(S(=O)(=O)N2CCc3ccccc3C2)c1)c1ccco1 (stereo unspecified),i,21
Cc1cccc(OCCNS(=O)(=O)c2ccc(Cl)cc2)c1,i,32
CC(C)Nc1nnc(SCC(=O)Nc2sccc2C#N)s1,i,49
Cc1ccccc1NC(=O)Cc1nc(COC(=O)CCNS(=O)(=O)c2ccccc2)cs1,i,34
CCCCCN(C(=O)CCC(=O)OCC(=O)c1ccc(CCC)cc1)c1c(N)n(CCCC)c(=O)[nH]c1=O,i,43
CCN1C(=O)[C@@H]2[C@@H](c3ccc(-c4ccc5c(c4)OCO5)c(OC)c3)N3CCC[C@@]3(C(=O)OC)[C@@H]2C1=O,i,36
CC(=O)C(Cc1ccccc1)NC(=O)CN1c2cccc3cccc(c23)S1(=O)=O (stereo unspecified),i,28
Cc1ccnc(NC(=O)CNC(=O)c2ccc(C)s2)c1,i,21
CCOC(=O)C1=CN2CCC[C@H]2CC1=O,i,2
N#Cc1c(N)c(C(=O)c2ccccc2)n2ccccc12,i,17
CCOc1ccccc1C1c2cc3c(cc2OC(C)(N2CCCC2)C1C)OCO3 (stereo unspecified),i,18
C#CCOCCOCCOCCNc1nc(N2CCOCC2)nc(N2CCN(C(=O)[C@H](CCC(=O)O)n3cc([C@@H](N)CCCCN)nn3)CC2)n1,i,11

# Of the compounds above, these have an aryl thioether with sulfur outside any ring:
SMILES,T cell HTS,T cell HTS vesicle-bound %
CN(C1CCCCC1)S(=O)(=O)c1ccc(SCC(=O)C(C)(C)C)nc1,i,28
CCCSc1ccc([C@@H]2[C@@H]3C(=O)N(C)C(=O)[C@@H]3[C@]3(C(=O)OC)CCCCN23)cc1OC,i,20
Cc1cc(C)n2nc(SCC(=O)N3CCC(C)CC3)nc2n1,i,21
CC(=O)Nc1ccc(NC(=O)C(C)Sc2nc3ccccc3c(=O)n2Cc2ccco2)cc1 (stereo unspecified),i,42
O=C(CSc1n[nH]c(-c2ccccc2F)n1)Nc1cc(F)ccc1F,i,10
CCOc1ccc(OCCSc2ccc(S(=O)(=O)N3CCN(C)CC3)cn2)cc1,i,8
C=CCn1c(C)nnc1SCC(=O)Nc1ccc2c(c1)OCCO2,i,17
CCN(Cc1ccc2c(c1)OCO2)C(=O)CSc1ncnc2sccc12,i,33
Nn1c(SCC(=O)NCc2ccc3c(c2)OCO3)nnc1C(F)(F)F,i,6
O=C(CSc1ccccc1F)Nc1ccc(N2CCOCC2)cc1,i,44
CC(C)Nc1nnc(SCC(=O)Nc2sccc2C#N)s1,i,49

# Source: PubChem BioAssay (NMMLSC)

# Only part of the results is shown; rates above refer to the full screens.
